phage Ecoli inh: growth loss of phage-infected E. coli, primary screen, RecBCD inhibitor project, absorbance, with phage, HTS; inhibition, % at 11.9 µM; hit rate 0.26% among 360,000; AID 651602, 2012; in the data active = inhibition above about 11%
PvdQ inh: P. aeruginosa PvdQ acylase inhibitors, primary screen, biochemical, fluorescence, plate reader and imaging, single point; AID 488965, 2010; hit rate 0.063% among 340,000; inhibition, % at 10 µM; purified PvdQ acylase; PvdQ acylase [Pseudomonas aeruginosa LESB58]; in the data active = inhibition above about 30%, passing the limit was not always enough; inconclusive = no clear call, values can overlap the other calls;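 note: 0% = vehicle neutral wells and 100% = reference inhibitor wells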
Tat transport: E. coli Tat export inhibitors, primary screen, MC4100, TorA-mCherry reporter, fluorescence, single point. inhibition, % at 10 µM. hit rate 0.036% among 340,000;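 active = mean replicate inhibition at least 50% and at least half of replicates individually reaching 50%; inconclusive = only one of the two criteria met; inactive = neither criterion met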;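 note: exported cargo escapes ClpAP degradation while cytoplasmic cargo is degraded and loses fluorescence; 0% = median of neutral control wells and 100% = median of NaSCN control wells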
DAGLB inhibitor: DAGLB lipase inhibitors, primary screen, biochemical, fluorescence, HTS; hit rate 0.059% among 340,000; inhibition, % at 5.17 µM; Diacylglycerol lipase-beta (Homo sapiens), Q8NCG7; AID 504411, 2011; HEK293T DAGLB membrane lysate, EnzChek fluorogenic substrate; in the data active = inhibition above about 34%;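 note: 0% = enzyme with vehicle and 100% = wells lacking enzyme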
Target sequence (Q8NCG7 whole entry, looked up): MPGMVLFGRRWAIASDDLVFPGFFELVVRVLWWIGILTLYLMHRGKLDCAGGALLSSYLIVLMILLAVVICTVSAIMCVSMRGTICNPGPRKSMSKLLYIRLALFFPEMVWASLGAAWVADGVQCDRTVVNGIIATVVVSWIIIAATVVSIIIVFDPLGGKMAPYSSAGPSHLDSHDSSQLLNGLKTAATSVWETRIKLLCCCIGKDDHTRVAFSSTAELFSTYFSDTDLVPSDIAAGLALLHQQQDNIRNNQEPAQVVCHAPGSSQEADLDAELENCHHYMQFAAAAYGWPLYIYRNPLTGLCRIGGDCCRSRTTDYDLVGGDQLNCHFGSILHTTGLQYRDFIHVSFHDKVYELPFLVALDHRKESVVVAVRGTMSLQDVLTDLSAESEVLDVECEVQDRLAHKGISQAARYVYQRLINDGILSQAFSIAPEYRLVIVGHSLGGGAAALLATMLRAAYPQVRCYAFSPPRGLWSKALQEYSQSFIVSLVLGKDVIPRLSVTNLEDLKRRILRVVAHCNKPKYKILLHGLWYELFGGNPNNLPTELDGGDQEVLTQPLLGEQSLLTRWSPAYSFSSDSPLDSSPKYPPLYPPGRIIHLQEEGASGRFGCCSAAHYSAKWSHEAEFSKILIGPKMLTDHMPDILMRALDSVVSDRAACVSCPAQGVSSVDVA
PfHsp90 yeast 2: growth inhibition of PfHsp90-expressing yeast, primary screen, antimalarial PfHsp90 inhibitor project, S. cerevisiae, BacTiter-Glo luminescence, single point, set 2; AID 504621, 2011; BacTiter-Glo ATP, 48 h; yeast lacking PDR1 and PDR3 efflux regulators; inhibition, % at 9.4 µM; hit rate 0.32% among 310,000;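 active = every replicate shows inhibition above about 80%, whatever the replicate mean, limit read from the data; inconclusive = mean inhibition reaches the set limit but some replicate falls short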;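 note: 0% = DMSO neutral controls and 100% = 20 µM radicicol positive controls; yeast relying on Plasmodium falciparum Hsp90 in place of its own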
CAL PDZ inh: CAL PDZ peptide-binding inhibitors, primary screen, biochemical, fluorescence polarization, Cer-tagged CAL PDZ, HTS. Golgi-associated PDZ and coiled-coil motif-containing protein (Homo sapiens), Q9HD26. purified CAL PDZ, TMR-peptide fluorescence polarization, 1 h. inhibition, % at 20 µM. hit rate 0.02% among 330,000;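 active = highest replicate inhibition of at least 40%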;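 note: plate controls were DMSO neutral control wells for no effect and unlabeled competitor peptide control wells for full effect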
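System: purified tagged CAL PDZ domain construct (CerCALP). Schedule: 1 h incubation at room temperature before polarization reading. Medium: 25 mM sodium phosphate pH 7.4, 150 mM NaCl, TCEP, IgG, Thesit. Read-out: percent inhibition from loss of millipolarization. Measured by: FP readout, S and P plane fluorescence. Probe or stimulus: fluorescent TMR peptide probe.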
Wnt act: Wnt/beta-catenin pathway activators, primary screen, cell-based, plate reader, single point. Wnt/beta-catenin reporter cell assay, activator. activation, % at 9.35 µM. AID 743398, 2014. hit rate 1.2% among 300,000; in the data active = activation above about 30%, passing the limit was not always enough; inconclusive = no clear call, values can overlap the other calls;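 note: 0% = neutral control wells and 100% = positive control wells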
AddAB inh: growth inhibition of E. coli expressing H. pylori AddAB, primary screen, AddAB inhibitor project, absorbance; hit rate 0.29% among 330,000; inhibition, % at 11.9 µM; AID 435030, 2010; in the data active = inhibition above about 12%;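 note: 0% = vehicle wells of infected cells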
Rtt109 Vps75: inhibitors of C. albicans Rtt109/Vps75 HAT, primary screen, biochemical, ThioGlo CoA-SH fluorescence, plate reader | Histone acetyltransferase RTT109 (Candida albicans (strain SC5314 / ATCC MYA-2876)), … | purified Rtt109/Vps75, 4 h | inhibition, % at 34.9 µM | hit rate 0.16% among 330,000 | AID 540336, 2011;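 active = inhibition of at least 50% in every replicate; inconclusive = best replicate reaches 50% inhibition but some replicates fall short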
Target sequence (Q5AAJ8 whole entry, looked up): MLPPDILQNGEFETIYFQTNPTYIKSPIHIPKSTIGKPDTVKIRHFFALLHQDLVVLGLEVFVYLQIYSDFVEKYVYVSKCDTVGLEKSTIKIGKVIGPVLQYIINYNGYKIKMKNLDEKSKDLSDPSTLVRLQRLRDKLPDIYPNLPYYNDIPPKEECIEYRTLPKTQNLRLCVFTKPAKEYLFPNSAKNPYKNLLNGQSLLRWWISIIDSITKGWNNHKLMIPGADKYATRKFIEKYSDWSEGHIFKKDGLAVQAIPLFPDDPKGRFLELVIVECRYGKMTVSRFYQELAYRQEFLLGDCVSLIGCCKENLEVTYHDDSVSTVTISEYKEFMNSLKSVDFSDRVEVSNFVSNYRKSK
E coli growth: E. coli V3065 growth inhibition, primary screen, counter-screen for AddAB inhibitor project, absorbance, OD600; 18 h; inhibition, % at 11.9 µM; hit rate 0.27% among 330,000; AID 449728, 2010;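 active = inhibition above the campaign's mean inhibition across all tested compounds plus 3 SD, cut at about 9.9% in these data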;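 note: uninfected addAB+ strain grown without phage in ampicillin broth; 0% = DMSO wells and 100% = ciprofloxacin 0.95 µg/ml wells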
* hit, by the source's call; ? = inconclusive; / = not tested or not shown.

SMILES | phage Ecoli inh | PvdQ inh | Tat transport | DAGLB inhibitor | PfHsp90 yeast 2 | CAL PDZ inh | Wnt act | AddAB inh | Rtt109 Vps75 | E coli growth
CCOc1cc(N2CCOCC2)c(OCC)cc1NC(=O)c1cc(S(=O)(=O)N2CCOCC2)ccc1C | 2.6 | 2 | 7 | 0 | 0 | -0.6 | -2 | -1.1 | -2 | -2.7
O=C(Nc1ccc2c(c1)OCO2)C1CCCCN1S(=O)(=O)c1ccc(F)cc1 (stereo not drawn) | 5.8 | -2 | -2 | -2 | -8 | -2.1 | 5 | 3.9 | 3 | -0.6
FC(F)(F)c1ccccc1-n1ccnc1 | 4.1 | -4 | 1 | 3 | 17 | -0.6 | -4 | 2.1 | 1 | -1.6
CCOC(=O)CSc1nnc(CSc2nc3sc4c(c3c(=O)[nH]2)CCC4)n1C | 2.8 | -11 | 1 | 2 | / | -2.8 | / | 3.4 | / | 0.0
C=CCOc1c(Br)cc(/C=N/NC(N)=O)cc1OC | 4.8 | -5 | -1 | 1 | -5 | -1.7 | -5 | 0.5 | 0 | 1.0
COc1ccc(CNC(=O)C2CCN(S(=O)(=O)c3ccc4c(c3)NC(=O)C(C)S4)CC2)cc1 (stereo not drawn) | 0.0 | -7 | 1 | 1 | 14 | -1.4 | -1 | 1.1 | ? | -0.3
COc1ccc(NC(=O)CSc2nc(N)c(C(=O)Nc3ccc(N(C)C)cc3)s2)cc1 | / | -9 | -15 | 2 | -50 | 0.0 | / | 5.7 | 4 | -1.2
Cc1nc2c3ccccc3nc(SCC(=O)N3CC(C)CC(C)C3)n2n1 (stereo not drawn) | 0.6 | 0 | 1 | 1 | -9 | -2.9 | / | -1.3 | -5 | 1.7
Cc1ccccc1N1C(=O)CC(c2c[nH]c3ccccc23)C1=O (stereo not drawn) | 0.7 | -6 | -3 | 1 | -6 | -0.3 | 16 | 0.4 | -12 | -1.0
CS(=O)(=O)N1CCN(C(=O)C(Sc2ccccc2)c2ccccc2)CC1 (stereo not drawn) | -1.2 | -9 | -5 | -1 | -10 | / | 13 | 1.0 | 4 | 0.2
COC(=O)c1ccc2nc(Nc3nc4c(F)cc(F)cc4s3)sc2c1 | 5.0 | -18 | -12 | 12 | -15 | -1.4 | -26 | 3.5 | -14 | -1.3
Cc1ccc(C)c2[nH]c(=O)c(CN(Cc3ccco3)S(=O)(=O)c3ccc4c(c3)OCCO4)cc12 | 1.9 | -3 | 13 | 3 | / | -2.4 | / | -1.5 | 5 | 0.3
COc1ccc(C(=O)NCC(=O)Nc2cccc(S(=O)(=O)NCc3ccco3)c2)cc1OC | 0.5 | -3 | 0 | / | -7 | -0.5 | -1 | -1.0 | -1 | -2.4
O=[N+]([O-])c1ccc(Cl)c(/C=N/Nc2nc(N3CCOCC3)nc(N3CCOCC3)n2)c1 | 2.8 | 4 | -8 | -2 | 6 | -0.2 | -4 | -3.6 | -1 | -6.3
Cc1nnc(N2C(=O)C(O)=C(C(=O)c3ccco3)C2c2ccc(F)cc2)s1 (stereo not drawn) | 2.7 | 7 | 5 | -1 | -19 | -1.0 | -5 | 3.6 | 25 | 0.3
C=CCOc1ccc(C2CC(C)=NN2c2ccccc2)cc1 (stereo not drawn) | 0.4 | -11 | 10 | -3 | -9 | -2.2 | -1 | -1.4 | 7 | -3.0
CN(C)c1ccc(CNC2CC(C)(C)NC(C)(C)C2)cc1 | 5.1 | -13 | 2 | 0 | / | -0.2 | / | 1.2 | -2 | 0.6
CCN(CC)S(=O)(=O)c1ccc(N2CCCC2)c(NC(=O)CN2C(=O)NC3(CCCC3)C2=O)c1 | 0.7 | 2 | 4 | 1 | -1 | -0.2 | -1 | -1.7 | -3 | 1.3
CCOc1ccccc1-c1nnc(SCC(=O)NC2CC2)n1CC | 0.2 | -13 | 5 | 1 | 1 | 1.0 | -1 | -0.4 | 2 | -1.2
Cc1nc2ccccn2c1C(=O)NC1CCCC1 | 2.9 | -7 | -8 | -2 | -25 | -0.9 | 1 | -0.5 | -7 | -0.9
Cc1cc(C)cc(NC(=O)[C@H](NC(=O)[C@@H]2Cc3ccccc3CN2)c2ccccc2)c1 | / | -5 | 8 | -2 | 26 | -2.2 | / | 2.4 | 4 | 2.6
Cc1ccc(S(=O)(=O)Oc2ccc(/C=C(/NC(=O)c3ccccc3)C(=O)O)cc2)cc1 | 3.5 | 16 | -11 | 3 | -16 | -1.9 | 1 | 2.9 | 13 | 2.5
Cc1ccc(C(=O)Nc2nccs2)cc1 | -0.5 | -19 | 3 | -5 | -5 | 18 | 10 | -1.0 | 3 | -0.2
CCCS(=O)(=O)NCc1ccc2c(c1)cc(C)n2C | 1.9 | -18 | -3 | 5 | / | -4.1 | 1 | 0.3 | 1 | 0.9
NNC(=O)c1csc(-c2ccccc2)n1 | 3.3 | -1 | 13 | -5 | 8 | -2.3 | 7 | 1.5 | 3 | -0.3
CCCSc1nc2c(c(=O)[nH]c(=O)n2C)n1Cc1ccc(C)cc1 | 2.3 | -6 | -5 | 3 | / | 0.4 | / | 0.5 | 4 | 1.5
Cc1ccc(C23CC4CC(CC(C(=O)N5CCN(C)CC5)(C4)C2)C3)cc1 | 1.8 | -9 | 3 | -3 | -6 | -0.5 | -4 | -1.3 | -17 | 1.0
CCC1Oc2ccc(C)cc2N(CC(=O)NC2CCCCC2)C1=O (stereo not drawn) | 0.6 | -5 | -1 | -5 | 20 | -1.9 | -2 | 3.3 | 5 | 0.8
CC1CCCC(C)N1C(=O)CSc1nc2c(c(=O)n(C)c(=O)n2C)n1C (stereo not drawn) | 2.0 | 13 | -7 | -2 | 3 | -2.8 | 2 | 2.2 | 1 | -0.7
CCC(C)c1ccc(NC(=O)COC(=O)c2nc3nccc(C)n3n2)cc1 (stereo not drawn) | 2.3 | -15 | 9 | -2 | 0 | 0.0 | 1 | 4.8 | -6 | 1.9
Cc1c(C(=O)OCCOc2ccccc2)[nH]c2c1C(=O)CCC2 | 1.7 | 19 | 1 | 0 | -11 | -1.5 | 18 | 3.0 | 28 | 0.3
Cc1ccc(-c2nnn(CC(=O)N(c3cccc(F)c3)C(C(=O)NC(C)(C)C)c3ccco3)n2)o1 (stereo not drawn) | 4.9 | 5 | 2 | -2 | -11 | -1.0 | 1 | 0.3 | 14 | 1.6
COc1ccc(C2CC(=O)C3=C(C2)Nc2ccccc2N(C(=O)C2CC2)C3c2cccnc2)cc1OC (stereo not drawn) | 3.9 | -1 | 5 | -1 | 6 | -2.6 | -3 | -1.9 | -4 | -0.9
COc1ccc(/C=C/C(=O)Nc2ccccc2Cl)cc1S(=O)(=O)N1CCOCC1 | -0.7 | 6 | 6 | -4 | 11 | -0.7 | 8 | 0.3 | 29 | -2.2
O=C1C2CCCN2C(=O)N1CCCCN1CCN(c2cccc(C(F)(F)F)c2)CC1 (stereo not drawn) | 0.6 | 9 | -1 | 0 | 1 | -1.0 | -1 | 1.0 | -4 | 2.4
COc1ccccc1NC(=O)C(C)NS(=O)(=O)c1ccccc1 (stereo not drawn) | 3.1 | -2 | 5 | -1 | -7 | -0.4 | -1 | 5.6 | -2 | 0.8

Whole records, quoted from the list. Order of screens: phage Ecoli inh | PvdQ inh | Tat transport | DAGLB inhibitor | PfHsp90 yeast 2 | CAL PDZ inh | Wnt act | AddAB inh | Rtt109 Vps75 | E coli growth
Entry for O=C1C2CCCN2C(=O)N1CCCCN1CCN(c2cccc(C(F)(F)F)c2)CC1 (stereo not drawn) = 0.6 | 9 | -1 | 0 | 1 | -1.0 | -1 | 1.0 | -4 | 2.4
Entry for CC1CCCC(C)N1C(=O)CSc1nc2c(c(=O)n(C)c(=O)n2C)n1C (stereo not drawn) = 2.0 | 13 | -7 | -2 | 3 | -2.8 | 2 | 2.2 | 1 | -0.7

More entries
SMILES | phage Ecoli inh | PvdQ inh | Tat transport | DAGLB inhibitor | PfHsp90 yeast 2 | CAL PDZ inh | Wnt act | AddAB inh | Rtt109 Vps75 | E coli growth
Oc1ccc(/C=C/c2ccc3ccccc3n2)cc1 | 3.7 | -5 | 0 | 0 | 50 | 0.3 | -3 | 0.5 | / | -1.0
CCc1ccc(NC(=O)CCNC(=O)Cn2cnc3ccccc3c2=O)cc1 | 3.0 | -13 | -1 | -2 | -2 | -2.3 | -1 | 3.2 | -7 | -0.1
COC(C#CCCN(C)C)(c1ccccc1)c1ccccc1 | 2.4 | 7 | -5 | 0 | -3 | -1.6 | / | 0.6 | 4 | -2.3
O=C(Nc1cccc(-c2cn3ccccc3n2)c1)c1cnccn1 | 2.7 | -8 | 0 | -3 | -13 | -2.6 | 8 | 1.8 | -9 | -0.6
O=S(=O)(Nc1ccc(OC(F)F)cc1)c1ccc(-c2ccon2)s1 | 2.7 | -8 | -5 | -3 | 1 | -1.1 | 8 | 0.7 | -1 | -1.6
CSCC[C@H](NC(=O)c1nn(C)c(=O)c2ccccc12)c1nc2ccccc2[nH]1 | -1.0 | -9 | 11 | 2 | 13 | -3.7 | / | -0.4 | 2 | -0.6
COC(=O)C(NC(=O)CCC(=O)N[C@@H](C(=O)OC)c1ccccc1)c1ccccc1 (stereo partly drawn) | 2.1 | -14 | -4 | -2 | / | -0.6 | -1 | 4.5 | 13 | -3.6
O=C(OCCCOC(=O)c1ccc(Br)o1)c1ccc(Br)o1 | 2.5 | -2 | 6 | -11 | 7 | -3.6 | -1 | 0.2 | -8 | -1.9
COc1ccc2c(c1)[nH]c(=O)c1sc3ccccc3c12 | / | -5 | -4 | 0 | -4 | 0.1 | / | 3.9 | 7 | -2.3
C=CCn1c(C)cc(C(=O)CN2NS(=O)(=O)c3ccccc3C2=O)c1C | 4.3 | -11 | -13 | 1 | 1 | 0.4 | 3 | 0.5 | 0 | 0.2
O=C(Nc1cccnc1)OC1CCCCC1 | 1.9 | -11 | -4 | 1 | / | -2.4 | 4 | 1.9 | 3 | 0.4
Cc1cc(C(C)(C)C)ccc1OCCN1CCCC1 | 2.2 | -6 | -1 | 1 | 7 | -0.1 | -11 | 0.0 | 8 | 0.8
Cc1ccc(/C=C/S(=O)(=O)NCC(=O)O)cc1 | 4.0 | -7 | -6 | 1 | -5 | 0.2 | 0 | -0.3 | -1 | 0.2
O=C(C(=O)N1CCc2ccccc2C1)c1c[nH]c2ccccc12 | 2.9 | -2 | 1 | -2 | -10 | 0.0 | 2 | 5.1 | 19 | 0.6
Clc1nnc2c3ccccc3ccn12 | 4.1 | -18 | 1 | 1 | -9 | 0.1 | -2 | / | 0 | /
O=C(c1cc2sccc2n1Cc1ccccc1)N1CCCc2ccccc21 | 0.6 | -9 | 1 | -8 | -34 | -2.4 | -3 | 3.2 | -5 | -1.2
COc1cccc(NC(=S)N(CCN(C)C)Cc2cccs2)c1 | -1.7 | 2 | 8 | -1 | -5 | -1.6 | -1 | 6.0 | 9 | 1.2

Screens as filed in PubChem.
